procasp7 counter: activates human procaspase-7, counter-screen for procaspase-3 activators. P55210. recombinant procaspase-7, Ac-DEVD-pNA absorbance 405 nm; D23A/D198A/D206A triple mutant, cannot self-cleave; scale: DMSO 0, 5 µM enzyme 100. activation, % at 8.5 µM. hit rate 0.093% among 330,000. AID 463210;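 active = percent activation above the screen-wide mean plus 3 SD, cut at about 25% in these data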
Target sequence (P55210 whole entry D23A/D198A/D206A): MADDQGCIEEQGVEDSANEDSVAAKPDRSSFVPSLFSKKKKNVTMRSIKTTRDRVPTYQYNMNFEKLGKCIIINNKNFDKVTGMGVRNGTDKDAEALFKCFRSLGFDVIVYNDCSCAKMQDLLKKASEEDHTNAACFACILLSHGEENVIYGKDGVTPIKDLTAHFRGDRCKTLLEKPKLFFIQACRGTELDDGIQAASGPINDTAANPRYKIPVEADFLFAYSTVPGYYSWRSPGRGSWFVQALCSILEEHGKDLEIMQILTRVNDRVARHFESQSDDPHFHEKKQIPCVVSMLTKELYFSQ
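System: Uncleavable procaspase-7 mutant enzyme; Amount: 2 µM procaspase-7 mutant as dispensed; Schedule: 1 h compound preincubation, 2 h substrate cleavage, 25 °C; Measured by: 405 nm absorbance of p-nitroaniline; Evaluation: percent activation from buffer-corrected 0–120 min absorbance change; Control set: low DMSO alone, high DMSO plus 5 µM PC-7.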
AHR activator: activators of human aryl hydrocarbon receptor. P35869. AHR-responsive luciferase reporter cells, luminescence. activation, % at 5 µM. hit rate 2.5% among 320,000; in the data active = activation above about 47%;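 also: 0% = vehicle wells and 100% = reference agonist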
JMJD2C inh: inhibitors of human GASC-1 (JMJD2C) demethylase | inhibition, % at 2.35 µM | hit rate 0.069% among 330,000 | GST-JMJD2C(1-420) H3K9me3 demethylation, DELFIA europium | AID 2099;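 active = more than half of a compound's replicate wells show inhibition beyond 50%, single wells judged on their own value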;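 also: signal counts dimethyl H3K9 product captured on neutravidin plate; 0% = median of DMSO wells and 100% = 0.3 times that DMSO median; strong numbers were not always called active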
Target sequence (Q9H3R0 1-420 limits assumed): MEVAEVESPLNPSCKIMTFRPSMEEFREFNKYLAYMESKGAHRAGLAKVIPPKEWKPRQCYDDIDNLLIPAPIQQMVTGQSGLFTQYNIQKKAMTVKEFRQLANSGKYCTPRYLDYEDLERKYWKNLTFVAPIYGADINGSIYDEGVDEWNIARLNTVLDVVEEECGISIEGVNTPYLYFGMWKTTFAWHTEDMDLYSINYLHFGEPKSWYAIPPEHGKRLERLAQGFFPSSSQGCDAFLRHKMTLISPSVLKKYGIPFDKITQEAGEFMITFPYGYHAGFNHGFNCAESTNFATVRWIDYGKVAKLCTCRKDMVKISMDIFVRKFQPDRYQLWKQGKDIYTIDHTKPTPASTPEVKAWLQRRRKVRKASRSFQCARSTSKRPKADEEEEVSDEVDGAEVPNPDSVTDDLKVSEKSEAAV
MEP2-GFP yeast: alters MEP2-GFP fluorescence in TOR pathway yeast screen | S. cerevisiae MEP2-GFP strain, flow cytometry GFP, 3 h; 100% = DMSO control level | GFP response vs DMSO, % at 10 µM | hit rate 0.51% among 330,000;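 active = GFP response versus DMSO above a set limit, roughly screen mean plus 3 SD, cut at about 180% in these data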;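 also: median GFP fluorescence of the barcode-gated MEP2-GFP cells per well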
procasp3 activ: activates human procaspase-3. activation, % at 8.5 µM. P42574. recombinant procaspase-3 D3A, Ac-DEVD-pNA absorbance 405 nm. hit rate 0.11% among 330,000;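 active = activation above the mean of all tested compounds plus 3 SD, cut at about 21% in these data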;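 also: 0% = DMSO alone and 100% = DMSO wells spiked with extra 5 µM PC-3 D3A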
Target sequence (P42574 whole entry D9A/D28A/D175A): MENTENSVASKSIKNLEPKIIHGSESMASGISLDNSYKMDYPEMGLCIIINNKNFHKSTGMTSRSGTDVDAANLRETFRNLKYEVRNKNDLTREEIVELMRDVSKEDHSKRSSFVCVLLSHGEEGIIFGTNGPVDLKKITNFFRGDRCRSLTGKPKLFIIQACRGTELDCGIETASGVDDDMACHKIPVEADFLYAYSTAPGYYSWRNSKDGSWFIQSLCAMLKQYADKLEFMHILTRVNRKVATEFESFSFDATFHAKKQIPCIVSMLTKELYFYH
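Test system: Procaspase-3 D3A mutant; medium: Zinc-free HEPES/NaCl buffer with 0.01% Triton X-100 at pH 7.4; reagent: DEVD-pNA substrate; doses: one concentration, 8.5 µM nominal, 0.8% DMSO; times: 1 h preincubation plus 2 h reaction at 25 °C; signal: Epi-absorbance at 405 nm of released p-nitroaniline, 0 and 120 min; replicates: singlicate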
LAP4-GFP MLPCN: alters LAP4-GFP fluorescence in TOR pathway yeast screen | S. cerevisiae LAP4-GFP multiplex, flow cytometry GFP, 3 h; median GFP as percent of DMSO wells | GFP response vs DMSO, % at 10 µM | hit rate 0.34% among 320,000 | AID 2023;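 active = GFP response vs DMSO above a set limit, about the screen mean plus 3 SD, cut at about 150% in these data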
Yeast superoxide: lowers age-related superoxide in aged yeast cells; S. cerevisiae aged cells, superoxide DHE fluorescence; active compounds read low; superoxide response (% of plate mean), % at 10 µM; hit rate 0.18% among 330,000;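 active = superoxide response under a set limit, about three screen SD below normal, cut at about 65% in these data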;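 also: yeast aged for seven days with compound at 30 °C before DHE staining; 100% = average MFI of all compound-treated wells on the plate with controls excluded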
RPL19A TOR yeast: alters RPL19A-GFP fluorescence in TOR pathway yeast screen; S. cerevisiae RPL19A-GFP strain, flow cytometry, 3 h; active compounds read low; AID 2025; percent response vs DMSO, % at 10 µM; hit rate 0.3% among 330,000;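 active = percent response vs DMSO below 50%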;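 also: median channel GFP fluorescence of the barcoded RPL19A-GFP strain; ratio of sample median GFP to plate DMSO average so 100% = DMSO; lower means less RPL19A-GFP as with rapamycin TOR inhibition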
* = called active by the depositor; i = inactive; . = no result given.

compound	MEP2-GFP yeast	RPL19A TOR yeast	AHR activator	LAP4-GFP MLPCN	JMJD2C inh	procasp3 activ	procasp7 counter	Yeast superoxide
COC(=O)c1cccc(-n2c(C)cc(C=O)c2C)c1C	94.5	92.1	0.3	92.2	2.7	8.2	6.3	101.9
CCN(CC)C(=O)CCc1nc2sc3c(c2c(=O)[nH]1)CCCC3	104.5	98.1	42.5	101.3	1.7	2.0	1.4	103.8
COC(=O)/C=C1/S/C(=N/N=C/c2ccco2)NC1=O	104.8	106.0	4.2	99.9	12.0	-6.9	-10.8	94.2
CC(=O)Nc1ccc(Nc2nc(C)nc3c2oc2ccccc23)cc1	93.9	90.5	28.9	99.9	10.2	3.0	4.1	107.0
Cc1cc(NC(=O)COC(=O)c2ccc(F)c(S(=O)(=O)N3CCOCC3)c2)no1	102.9	99.5	-0.9	99.5	5.1	-4.0	-2.5	101.0
O=C(NC1CCCCC1)C(c1ccc(F)cc1)N(CCc1ccccc1)C(=O)CN1C(=O)c2ccccc2S1(=O)=O (stereo not given)	107.7	100.8	-0.2	96.4	-11.2	0.2	8.2	95.1
C(=C\n1nnc2ccccc21)/c1ccc[nH]1	88.8	101.3	6.9	107.4	10.6	-25.3	-26.7	85.9
C/C(=N/N=C1\SCC(=O)N1c1ccccc1)c1ccc(C)cc1	90.2	95.9	6.1	102.6	2.2	-6.0	-4.6	98.5
CCc1ccccc1N(C(C)=O)c1nc(CN=C=S)cs1	91.6	104.3	11.7	110.9	-0.2	-3.4	-4.0	108.2
O=C(O)c1cccnc1Oc1ccccc1	92.3	94.7	0.1	88.2	-7.1	-1.8	0.4	112.9
COc1ccc(N2CCN(C(=O)CN(c3ccc(OC)cc3)S(=O)(=O)c3ccccc3)CC2)cc1	115.7	99.1	-2.7	101.3	-13.1	-0.9	4.4	95.3
CC1=NN(c2nc3ccccc3[nH]2)C(=O)C1Cc1ccccc1 (stereo not given)	96.9	58.0	3.2	86.5	8.9	-2.2	4.4	164.0
O=C(O)CCCN1C(=O)c2ccc(C(=O)c3cccc([N+](=O)[O-])c3)cc2C1=O	105.1	100.3	1.7	106.6	-30.2	-2.1	-3.6	97.6
CCOC(=O)C1=C(CC)Nc2ccccc2N=C1NC(=O)c1oc2ccccc2c1C	93.1	98.4	39.3	96.2	-6.6	0.1	-0.8	104.3
O=c1oc2ccccc2cc1-c1csc(Cc2nc(-c3ccc(Cl)cc3)cs2)n1	.	.	10.8	.	2.6	-3.4	5.6	94.8
CCOC(=O)c1cc2n(c1C)-c1ccccc1C2=O	98.2	93.3	-6.5	96.9	1.2	-2.4	-9.9	111.4
COc1ccc(-c2nc(CS(=O)CC(=O)NC(C)CCc3ccccc3)c(C)o2)cc1OC (stereo not given)	127.1	100.8	6.0	106.4	4.8	1.2	-11.9	104.4
O=C(COc1ccc(S(=O)(=O)NC2CCCCC2)cc1Cl)N1CCN(c2ccccc2)CC1	89.8	88.8	-0.6	91.5	12.6	-1.6	-1.9	126.9
Cc1ccc(OCc2ccc(C(=O)N3CCOCC3)cc2)cc1C	99.8	98.6	1.7	112.3	1.9	-4.8	5.0	92.8
COc1ccc(NC(C)=O)cc1S(=O)(=O)NC(C)c1ccc(-n2ccnc2)cc1 (stereo not given)	97.1	101.1	1.9	95.6	-0.9	-0.2	-5.7	83.8
O=C(CSc1nccc(=O)[nH]1)N1CCOCC1	95.9	98.0	-2.8	84.2	0.2	4.9	10.5	108.3
Cc1ccc2oc(C(=O)NC3CCS(=O)(=O)C3)cc(=O)c2c1 (stereo not given)	100.7	104.2	2.3	103.8	-3.0	3.7	3.0	99.3
O=C(NCc1cccnc1)c1ccc2c(c1)C(=O)N(Cc1ccccc1)C2=O	101.3	95.2	17.2	106.8	1.8	-2.9	-9.7	94.9
COc1ccc(-c2nnc(N3CCCCC3)c3ccccc23)cc1	94.8	93.9	-1.7	97.6	-4.3	-1.9	4.7	127.7
O=C(NCCc1ccc([N+](=O)[O-])cc1)c1ccccc1	89.2	95.9	-2.9	102.0	29.2	4.0	-1.4	120.3
O=C(Nc1ccccc1-c1ccccc1)NC1CC2CCCC(C1)N2Cc1ccc(F)cc1 (stereo not given)	102.4	103.0	-0.7	87.8	-5.3	-4.7	-7.2	122.7
O=C(c1cccs1)N1CCN(c2ncc(Br)cn2)CC1	93.3	97.1	3.0	117.6	0.5	0.7	-2.1	78.0
CC12CCC(C(=O)N3CCN(c4ccccc4)CC3)(CC1=O)C2(C)C (stereo not given)	107.9	100.9	1.4	106.0	5.2	-0.6	6.1	93.2
COc1ccc(CC(=O)Nc2nc3ccccc3s2)cc1S(=O)(=O)N1CCOCC1	96.3	92.5	7.5	85.2	-7.7	5.3	10.0	99.0
COc1ccc(S(=O)(=O)N2CCCCCC2)cc1C(=O)OCC(=O)NC(N)=O	95.5	99.8	0.9	104.5	-2.8	3.9	1.0	100.2
O=C(c1nc2ccccn2c1CNCC1OCCc2ccccc21)N1CCOCC1 (stereo not given)	93.0	89.4	-1.6	94.9	-9.6	10.9	5.0	97.6
Cc1cc(NC(=O)c2cnn3c(C(F)(F)F)cc(-c4ccc(Br)cc4)nc23)no1	102.5	102.5	12.9	108.3	5.6	4.4	9.9	67.8
COc1ccc(/C=C/C(=O)N2CCCC2)cc1OC	90.1	94.3	20.3	107.4	14.5	7.2	9.9	106.9
COc1cc(C2NC(=S)NC3=C2C(=O)CCC3)ccc1O (stereo not given)	108.3	102.9	-0.5	99.7	-5.6	-4.0	-0.5	89.5
CC(=O)Nc1ccc(NC(=O)C(=O)N/N=C/c2cccnc2)cc1	101.8	98.8	-0.9	106.1	0.7	-1.3	4.2	108.7
CCC(C)c1ccc(NC(=S)N2CCN(S(C)(=O)=O)CC2)cc1 (stereo not given)	97.7	103.9	2.6	66.0	-0.7	9.1	-6.1	85.4
CSc1nc2c(c(=O)n1Cc1ccccc1)SC(C)C2 (stereo not given)	91.7	107.5	2.0	82.0	4.6	7.0	8.7	115.0
COc1ccc(NC(=O)c2ccccc2N2C(=O)C3C4C=CC(C5CC45)C3C2=O)c(OC)c1 (stereo not given)	94.2	95.9	8.4	84.7	12.3	4.0	2.9	79.8
CCC(=O)NCCSc1c[nH]c2ccccc12	92.2	92.6	20.9	97.9	-48.4	-8.2	1.0	101.1
COc1ccc(CC(=O)NCC2CCCN(Cc3ccccc3OC)C2)cc1 (stereo not given)	110.4	106.5	-1.7	92.8	-4.5	-3.4	1.8	97.8

Random excerpt: two records from the list
compound	MEP2-GFP yeast	RPL19A TOR yeast	AHR activator	LAP4-GFP MLPCN	JMJD2C inh	procasp3 activ	procasp7 counter	Yeast superoxide
Cc1cc(NC(=O)COC(=O)c2ccc(F)c(S(=O)(=O)N3CCOCC3)c2)no1	102.9	99.5	-0.9	99.5	5.1	-4.0	-2.5	101.0
CC(=O)Nc1ccc(NC(=O)C(=O)N/N=C/c2cccnc2)cc1	101.8	98.8	-0.9	106.1	0.7	-1.3	4.2	108.7

Next section.
compound	MEP2-GFP yeast	RPL19A TOR yeast	AHR activator	LAP4-GFP MLPCN	JMJD2C inh	procasp3 activ	procasp7 counter	Yeast superoxide
CC(=O)Oc1ccc2c(=O)oc(-c3ccccc3C)nc2c1	104.4	101.0	-0.1	87.8	-0.1	3.5	0.4	100.7
CCOC(=O)c1nnsc1NC(=O)Nc1ccc(OC)cc1	88.5	99.6	5.5	110.4	3.3	3.9	6.6	90.6
COc1cccc(C2Nc3ccc4ccccc4c3C3=C2C(=O)CC(C)(C)C3)c1OCC(=O)O (stereo not given)	98.8	101.5	-0.2	87.3	5.7	-2.7	2.8	101.0
Cc1cc(C)cc(N=Cc2[nH]c3ccc(Br)c(Cl)c3c2O)c1	109.5	92.0	11.6	106.6	0.8	0.6	1.2	97.0
CN(CC(=O)Nc1ccc(F)cc1)C(=O)c1ccc(N2C(=O)CCC2=O)cc1	100.6	100.3	0.8	95.9	0.5	3.2	7.4	103.5
O=C(c1ccc2c(=O)n(Cc3ccccc3)c(=S)[nH]c2c1)N1CCCC1	93.3	98.6	4.4	93.9	3.8	-0.8	2.4	102.5
CC(CN1CCCCC1)OC(=O)c1ccc2c(c1)OCCO2 (stereo not given)	103.9	98.9	0.3	98.6	0.9	5.8	-6.1	102.1
O=C(CSc1nnc(CNC(=O)c2c(F)cccc2F)o1)Nc1ccc2c(c1)OCO2	106.8	106.1	28.2	111.6	-10.5	-3.4	8.7	113.5
c1ccc2c(c1)OCC(c1csc3ncnc(N4CCCCC4)c13)O2 (stereo not given)	106.3	103.2	5.1	95.6	1.7	-13.2	-0.3	104.2
NS(=O)(=O)c1ccc(CCNC(=O)c2ccc(C#CC3(O)CCCCC3)cc2)cc1	98.4	102.9	-0.2	94.5	2.7	0.2	-0.9	94.3
CC1(OCON)CCCc2ccccc21 (stereo not given)	94.9	96.2	3.4	107.4	-12.7	1.9	2.8	102.1
Cc1c(CC(=O)NCCCC(=O)O)c(=O)oc2c(C)c3oc4c(c3cc12)CCCC4	105.1	104.3	1.6	98.1	-7.7	6.2	11.0	109.8
Cc1cccc(-c2nc3sc(C)cc3c(=O)o2)c1	99.5	105.0	0.9	100.1	4.4	-4.7	1.7	113.4
Fc1ccc(Cn2c(SCc3ccc(F)c(C(F)(F)F)c3)nnc2C(F)(F)F)cc1	95.3	94.2	0.0	93.5	i	18.8	4.9	97.3
Cc1cc(C)c(S(=O)(=O)N2CCCC2CNC(=O)c2ccc3c(c2)OCO3)c(C)c1 (stereo not given)	89.9	94.3	25.6	107.6	-27.3	-4.7	3.2	100.2
CCOc1ccc(N(CC(=O)NCCSc2ccccn2)S(=O)(=O)c2ccc(Cl)cc2)cc1	95.6	96.0	0.6	75.5	8.0	3.5	-2.7	109.0
O=C(/C=C/c1ccc(Cl)cc1Cl)NCc1ccncc1	108.8	102.1	3.3	103.2	7.5	-0.3	0.7	104.7
CCOc1ccc(CN2CCN(CCCn3cccn3)CC2CCO)cc1 (stereo not given)	104.9	98.2	1.4	105.8	2.9	-2.2	8.8	104.5
Nc1nc2n(n1)C(c1cccs1)CC(c1ccccc1)N2 (stereo not given)	98.4	97.4	-3.4	98.5	30.4	0.4	-3.5	135.2
CNC(=O)CSc1nc(-c2ccccc2)c(-c2ccccc2)[nH]1	104.3	101.2	19.5	99.3	0.7	6.1	3.9	99.0
Cc1nc(-c2ccc(NC(=O)C3CCCCC3)cc2)cs1	108.9	109.6	-0.9	112.4	-4.3	7.8	3.9	107.5
CC(Sc1nc(N)cc(=O)[nH]1)C(=O)Nc1sc2c(c1C#N)CCCC2 (stereo not given)	102.1	92.8	-1.1	109.1	1.7	0.1	-13.9	96.5
CC(C)(O)C#Cc1ccc(C(=O)NCc2cccs2)s1	111.9	113.3	8.4	108.2	10.3	2.9	6.7	102.5
CCOC(=O)c1[nH]c(C)c(C(=O)OCC)c1C	94.6	106.6	-1.6	88.7	-0.1	-1.4	7.0	94.6
COc1cc(C(=O)Nn2c(O)c(C3=c4ccccc4=NC3=O)sc2=S)ccc1O	96.1	98.8	22.3	101.0	1.6	-20.9	-38.4	108.3

Screening data: PubChem BioAssay, several laboratories
